Source: PubChem BioAssay (several laboratories)
RPL19A-GFP yeast: alters RPL19A-GFP fluorescence in TOR pathway yeast screen. S. cerevisiae RPL19A-GFP strain, flow cytometry, 3 h; stronger effect = lower value. AID 2025. 330,000 compounds, 0.3% hits. percent response vs DMSO, % at 10 µM;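 active means percent response vs DMSO below 50%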;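 further: median channel GFP fluorescence of the barcoded RPL19A-GFP strain; ratio of sample median GFP to plate DMSO average so 100% = DMSO; lower means less RPL19A-GFP as with rapamycin TOR inhibition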
CR mimetic SO: lowers age-related superoxide in aged yeast cells; S. cerevisiae aged cells, superoxide DHE fluorescence; stronger effect = lower value; superoxide response (% of plate mean), % at 10 µM; 330,000 compounds, 0.18% hits; AID 2690;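 active means superoxide response under a set limit, about three screen SD below normal, cut at about 65% in these data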;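 further: yeast aged for seven days with compound at 30 °C before DHE staining; 100% = average MFI of all compound-treated wells on the plate with controls excluded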
proCasp7 act: counter-screen: procaspase-7 (human) activation; P55210; recombinant procaspase-7, Ac-DEVD-pNA absorbance 405 nm; D23A/D198A/D206A triple mutant, cannot self-cleave; scale: DMSO 0, 5 µM enzyme 100; activation, % at 8.5 µM; 330,000 compounds, 0.093% hits; AID 463210;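 active means percent activation above the screen-wide mean plus 3 SD, cut at about 25% in these data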
Target sequence (P55210 whole entry D23A/D198A/D206A): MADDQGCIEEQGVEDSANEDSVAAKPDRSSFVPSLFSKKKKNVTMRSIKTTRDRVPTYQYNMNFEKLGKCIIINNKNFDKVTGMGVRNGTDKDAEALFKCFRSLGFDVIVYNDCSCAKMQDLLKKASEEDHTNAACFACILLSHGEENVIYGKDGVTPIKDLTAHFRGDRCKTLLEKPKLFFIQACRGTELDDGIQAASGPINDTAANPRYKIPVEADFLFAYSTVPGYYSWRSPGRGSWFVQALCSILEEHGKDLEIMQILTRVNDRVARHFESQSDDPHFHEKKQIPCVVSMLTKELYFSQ
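Detection: p-Nitroaniline absorbance at 405 nm, read at 0 and 120 min; system: Uncleavable procaspase-7 mutant enzyme; evaluation: % activation from two-timepoint absorbance difference, scaled to controls; times: 1 h enzyme–compound preincubation and 2 h substrate reaction, both 25 °C; buffer or medium: Zinc-free HEPES pH 7.4 with 300 mM NaCl, 0.01% Triton X-100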
MEP2-GFP yeast: alters MEP2-GFP fluorescence in TOR pathway yeast screen; GFP response vs DMSO, % at 10 µM; 330,000 compounds, 0.51% hits; S. cerevisiae MEP2-GFP strain, flow cytometry GFP, 3 h; 100% = DMSO control level; AID 2016;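 active means GFP response versus DMSO above a set limit, roughly screen mean plus 3 SD, cut at about 180% in these data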;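 further: median GFP fluorescence of the barcode-gated MEP2-GFP cells per well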
LAP4 TOR yeast: modulators of TOR pathway LAP4-GFP in S. cerevisiae; GFP response vs DMSO, % at 10 µM; AID 2023; S. cerevisiae LAP4-GFP multiplex, flow cytometry GFP, 3 h; median GFP as percent of DMSO wells; 320,000 compounds, 0.34% hits;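 active means GFP response vs DMSO above a set limit, about the screen mean plus 3 SD, cut at about 150% in these data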
AHR act: activates the human aryl hydrocarbon receptor; AHR-responsive luciferase reporter cells, luminescence; activation, % at 5 µM; P35869; 320,000 compounds, 2.5% hits; in the data active means activation above about 47%;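 further: 0% = vehicle wells and 100% = reference agonist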
procasp3 activ: activates human procaspase-3; P42574; recombinant procaspase-3 D3A, Ac-DEVD-pNA absorbance 405 nm; activation, % at 8.5 µM; 330,000 compounds, 0.11% hits;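 active means activation above the mean of all tested compounds plus 3 SD, cut at about 21% in these data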;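 further: 0% = DMSO alone and 100% = DMSO wells spiked with extra 5 µM PC-3 D3A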
Target sequence (P42574 whole entry D9A/D28A/D175A): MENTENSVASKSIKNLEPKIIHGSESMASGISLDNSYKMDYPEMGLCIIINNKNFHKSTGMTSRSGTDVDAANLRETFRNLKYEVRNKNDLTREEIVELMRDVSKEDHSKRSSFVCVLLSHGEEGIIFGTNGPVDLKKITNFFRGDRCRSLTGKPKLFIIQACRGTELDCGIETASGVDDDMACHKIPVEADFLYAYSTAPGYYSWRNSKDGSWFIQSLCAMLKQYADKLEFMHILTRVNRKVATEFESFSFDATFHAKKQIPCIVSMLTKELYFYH
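Test system: Procaspase-3 D3A mutant; medium: Zinc-free HEPES/NaCl buffer with 0.01% Triton X-100 at pH 7.4; reagent: DEVD-pNA substrate; doses: one concentration, 8.5 µM nominal, 0.8% DMSO; times: 1 h preincubation plus 2 h reaction at 25 °C; signal: Epi-absorbance at 405 nm of released p-nitroaniline, 0 and 120 min; replicates: singlicate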
GASC-1 inh: human JMJD2C demethylase inhibition | GST-JMJD2C(1-420) H3K9me3 demethylation, DELFIA europium | inhibition, % at 2.35 µM | 330,000 compounds, 0.069% hits | AID 2099;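 active means more than half of a compound's replicate wells show inhibition beyond 50%, single wells judged on their own value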;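 further: signal counts dimethyl H3K9 product captured on neutravidin plate; 0% = median of DMSO wells and 100% = 0.3 times that DMSO median; strong numbers were not always called active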
Target sequence (Q9H3R0 1-420 limits assumed): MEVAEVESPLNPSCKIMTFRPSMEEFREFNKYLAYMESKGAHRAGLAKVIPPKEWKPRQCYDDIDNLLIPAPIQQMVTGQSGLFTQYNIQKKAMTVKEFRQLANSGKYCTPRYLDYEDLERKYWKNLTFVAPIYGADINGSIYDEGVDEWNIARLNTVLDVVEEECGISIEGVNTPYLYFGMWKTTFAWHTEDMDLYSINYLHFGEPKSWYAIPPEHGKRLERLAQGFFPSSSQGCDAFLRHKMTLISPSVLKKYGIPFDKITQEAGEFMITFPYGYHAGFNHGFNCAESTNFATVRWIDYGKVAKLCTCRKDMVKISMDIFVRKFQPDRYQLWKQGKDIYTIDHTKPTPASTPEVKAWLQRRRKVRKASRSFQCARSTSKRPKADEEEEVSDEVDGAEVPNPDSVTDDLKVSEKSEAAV
Starred values were filed as active, the others as inactive; x = no result given; & = joins results of further samples; [ ] = another dose, or the depositor's remark.

item	structure	RPL19A-GFP yeast	CR mimetic SO	proCasp7 act	MEP2-GFP yeast	LAP4 TOR yeast	AHR act	procasp3 activ	GASC-1 inh
1	COc1ccc(N2C(=O)C(CN3CCN(C)CC3)C2c2ccccc2)cc1 (stereo not given)	100	110	7	94	99	1	0	-15
2	CCCc1ccc2oc(C(=O)NCCCN3CCOCC3)c(C)c2c1	105	90	15	102	103	32	-1	2
3	OCCNc1ncnc2c1c(-c1ccccc1)c(-c1ccccc1)n2Cc1ccco1	100	103	0	112	106	1	1	-18&4
4	O=C(N/N=C/c1cc(Br)ccc1O)C(c1ccncc1)N1CCOCC1 (stereo not given)	51[may fluoresce violet]	99	11	172[may fluoresce violet]	73[may fluoresce violet]	3	15	0
5	COc1ccc(C2=NC(C)(C)Cc3cc(OC)c(OC)cc32)cc1	103	81	-3	101	88	1	-2	22
6	O=C(COC(=O)c1ccc2ccccc2c1O)NCC(F)(F)F	117	107	3	110	112	13	-5	8
7	CCOc1ccc(-c2nnn(CC(=O)NCc3ccccc3)n2)cc1	92	102	18	99	101	6	-2	20
8	CCN(C(=O)Cc1c(C(=O)O)[nH]c2ccccc12)c1cc(OC)ccc1OC	97	101	0	98	97	7	-8	8
9	Cc1cc(C)n2nc(SCc3ccccc3C(=O)O)nc2n1	107	102	-7	111	99	1	-4	10
10	O=C(NCCc1ccccn1)c1ccc(S(=O)(=O)N2CCCCCC2)cc1	95	97	18	98	100	-3	-10	-8
11	COc1ccc(C2c3cc(OC)c(OC)cc3CCN2C(=O)c2ccccc2)cc1OC (stereo not given)	104	102	-7	103	95	9	-4	2
12	O=C(COC(=O)c1cc([N+](=O)[O-])ccc1N1CCOCC1)NC1CCCCC1	102	102	9	103	100	1	3	0
13	CC1CN(CC(=O)NCc2ccccc2)CC(C)O1 (stereo not given)	101	95	-13	104	92	-1	-4	-16
14	C/C(Cc1ccccc1)=N\NC(=O)CNC(=O)c1ccccc1F	94	87	-2	90	87	-1	-1	15
15	O=C(CN1C(=O)/C(=C\c2ccccc2Cl)Oc2ccccc21)NCc1cccnc1	110	97	14	102	90	11	0	-28
16	CC(C)(C)CN1CCNC(=O)C1CC(=O)N1CCC(C(=O)N2CCOCC2)CC1 (stereo not given)	97	95	8	105	103	1	-4	-2
17	Cn1cnnc1SCC(=O)NC(=O)NC1CCCC1	97	81	8	102	94	-1	-5	1
18	O=C(COc1coc(CN2CCc3ccccc3C2)cc1=O)Nc1cccc(Cl)c1	97	110	-4	103	110	7	-2	-16
19	COc1ccc(COC(=O)c2ccc3c(=O)n4c(nc3c2)CCC4)cc1F	95	105	-22	102	115	0	-20	9
20	Cc1cccc(C)c1NC(=S)N/N=C/c1ccc(OCCC(C)C)cc1	101	101	-8	101	97	1	-3	12
21	O=C(Cc1ccc(Cl)c(Cl)c1)Nc1cccc2ncccc12	103	98	7	102	108	-1	0	14
22	CCc1ccc(N2CC(C(=O)NC3=NCCS3)CC2=O)cc1 (stereo not given)	96	95	-8	100	94	2	5	12
23	COc1cccc(-c2nnc(-c3ccc(C(F)(F)F)cc3)o2)c1OC	98	103	2	97	98	10	-2	1
24	CCOc1ccc(-c2ccc(/C=C3/C(=N)N4C=CSC4=NC3=O)o2)c([N+](=O)[O-])c1	96	98	1	97	96	4	-6	1
25	CCC(=O)Nc1c(C)nn(-c2ccc(C)c(C)c2)c1C	106	102	1	104	97	19	6	1
26	CCN1CCN(c2ccc(S(=O)(=O)N3CCCCC3)cc2NC(=O)C(C)Oc2ccc(F)cc2)CC1 (stereo not given)	90	84	-19	106	94	1	-5	1
27	CC(Sc1nnc(Cn2c(=O)sc3ccccc32)n1C)c1ccccc1 (stereo not given)	97	97	7	95	100	9	2	4
28	CCc1nc(NCCN2CCOCC2)c2oc3ccccc3c2n1	103	95	2	100	113	18	-5	-10
29	COC(=O)C1(CCSC)NC(c2ccco2)C2C(=O)N(C)C(=O)C21 (stereo not given)	101	107	-2	98	103	-2	0	0
30	Cc1ccc(NC(=O)CCS(=O)(=O)c2ccc3nc(C)sc3c2)cc1	92	119	-2	92	98	1	-1	1
31	Cc1onc(-c2ccccc2)c1C(=O)N/N=C/c1cc2c(cc1Cl)OCO2	112	91	10	109	93	8	-1	-3
32	Cc1nc(NCC2CCCO2)nc2c1C(=O)CC(C)C2 (stereo not given)	95	114	-8	107	103	9	5	-15
33	CN(C(=O)c1cccs1)C1(C)CCS(=O)(=O)C1 (stereo not given)	97[may fluoresce green]	111	0	103[may fluoresce green]	98[may fluoresce green]	-2	1	1
34	COc1ccc(NC(=O)NCCCN2CCC(Cc3ccccc3)CC2)cc1	107	101	-6	112	103	3	0	-7
35	CCOC(=O)CNc1cccc(C(F)(F)F)c1	102	115	1	106	101	0	7	2
36	CCCn1c2c(c(=N)c3c1CCC3)CCC2	100	90	-4	105	111	-1	5	-5
37	COc1cc(Br)c(C2CC(=O)Nc3cc(OC)c(OC)cc32)cc1OC (stereo not given)	107	100	x	110	93	x	x	32
38	CC(=O)c1nn(-c2cccc(Br)c2)cc1C(=O)c1ccc(C)cc1	96	103	-2	99	99	14	-1	1
39	C=CCNC(=O)c1cc(-c2ccncc2)nc2c(C)cc(C)cc12	95[may fluoresce green]	107	-1	96[may fluoresce green]	106[may fluoresce green]	81*	-1	7
40	CCOC(=O)C1(CCOc2ccccc2)CCN(Cc2ccc(F)c(OC)c2)CC1	102	92	7	102	84	-1	2	8

Laid out differently: 4 of the compounds above
(33) CN(C(=O)c1cccs1)C1(C)CCS(=O)(=O)C1 (stereo not given)
  RPL19A-GFP yeast = 97[may fluoresce green]; CR mimetic SO = 111; proCasp7 act = 0; MEP2-GFP yeast = 103[may fluoresce green]; LAP4 TOR yeast = 98[may fluoresce green]; AHR act = -2; procasp3 activ = 1; GASC-1 inh = 1
(34) COc1ccc(NC(=O)NCCCN2CCC(Cc3ccccc3)CC2)cc1
  RPL19A-GFP yeast = 107; CR mimetic SO = 101; proCasp7 act = -6; MEP2-GFP yeast = 112; LAP4 TOR yeast = 103; AHR act = 3; procasp3 activ = 0; GASC-1 inh = -7
(35) CCOC(=O)CNc1cccc(C(F)(F)F)c1
  RPL19A-GFP yeast = 102; CR mimetic SO = 115; proCasp7 act = 1; MEP2-GFP yeast = 106; LAP4 TOR yeast = 101; AHR act = 0; procasp3 activ = 7; GASC-1 inh = 2
(36) CCCn1c2c(c(=N)c3c1CCC3)CCC2
  RPL19A-GFP yeast = 100; CR mimetic SO = 90; proCasp7 act = -4; MEP2-GFP yeast = 105; LAP4 TOR yeast = 111; AHR act = -1; procasp3 activ = 5; GASC-1 inh = -5

(cont.)
item	structure	RPL19A-GFP yeast	CR mimetic SO	proCasp7 act	MEP2-GFP yeast	LAP4 TOR yeast	AHR act	procasp3 activ	GASC-1 inh
41	CCC(C)c1ccccc1NC(=O)CN(C)CCOc1ccc(Cl)cc1 (stereo not given)	103	96	-5	99	95	1	-1	-3
42	COc1ccccc1OCc1ccc(C(=O)N(C)c2ccccc2)o1	100	107	x	92	94	x	x	10
43	O=C(NCCc1ccc(F)cc1)c1n[nH]c2ccccc12	103	91	10	117	98	13	0	0
44	Cc1nc(N2CCc3ccccc3C2)[nH]c(=O)c1Cc1ccccc1	104	93	5	106	100	3	-9	-32
45	O=C(/C=C/N1CCN(Cc2ccccc2)CC1)C(F)(F)F	113	104	-4	111	109	-1	3	-7
46	O=C(CCNS(=O)(=O)c1ccccc1C(F)(F)F)N1CCN(S(=O)(=O)c2cccc(Cl)c2)CC1	95	110	-2	97	101	2	2	2
47	COc1ccc(-c2cc(C(=O)OCC(=O)c3cccc([N+](=O)[O-])c3)c3cc(C)ccc3n2)cc1	111	121	10	95	97	-1	-3	-4
48	CCC(CC)C(=O)c1c[nH]c(C(=O)NCc2ccccc2OC)c1	110	97	-3	104	100	0	-5	10
49	Cc1cc(NC(=O)CN2C(=O)c3ccccc3C2=O)no1	102	100	-1	107	113	-3	2	-5
50	Cc1cccc(C)c1NC(=O)N1CCC(C(=O)c2ccc(F)cc2)CC1	94	92	11	94	85	-1	0	8
51	Cc1ccccc1N(C(=O)c1ccccn1)C(C(=O)NCc1ccccc1)c1cccnc1 (stereo not given)	101	106	2	102	103	-1	6	1
52	C=CCn1c(C(C)(C)C)nc2ccccc21	104	102	1	108	109	1	0	0
53	C=CCn1cc(C(=O)NCCCOC)c(=O)c2cc(S(=O)(=O)N(CC)CC)ccc21	96	99	-1	99	92	1	-1	4
54	COc1ccc2oc(C(=O)NCc3cc(OC)c(OC)cc3OC)c(C)c2c1	97	84	-3	100	104	15	-7	-33
55	CCCCNC(=O)C1CCN(S(=O)(=O)N2CCOCC2)CC1	102	100	8	96	104	1	-1	4
56	O=C(CSc1nc2ccccc2s1)NNC(=S)Nc1ccccc1	99	76	-9	95	92	27	-6	2
57	O=C1C=C(c2ccc3c(c2)OCO3)C[C@@H](c2ccc(Cl)cc2)C1	94	97	1	81	93	9	0	22
58	CC1=NN(c2ccccc2)C(=O)/C1=C/c1c(O)n(-c2ccc(F)c(Cl)c2)[nH]c1=O	102	133	-20	105	102	49*	-14	12
59	Nc1nonc1C(=O)NCCNS(=O)(=O)c1ccc(Br)cc1	94	92	0	95	96	-1	-2	-15
60	O=C(O)Cn1c(O)c(C2=c3ccccc3=NC2=O)sc1=O	113	110	-14	116	107	21	-23	6

Part of the list above in order of molar mass, rising.
item	structure	RPL19A-GFP yeast	CR mimetic SO	proCasp7 act	MEP2-GFP yeast	LAP4 TOR yeast	AHR act	procasp3 activ	GASC-1 inh
49	Cc1cc(NC(=O)CN2C(=O)c3ccccc3C2=O)no1	102	100	-1	107	113	-3	2	-5
59	Nc1nonc1C(=O)NCCNS(=O)(=O)c1ccc(Br)cc1	94	92	0	95	96	-1	-2	-15
53	C=CCn1cc(C(=O)NCCCOC)c(=O)c2cc(S(=O)(=O)N(CC)CC)ccc21	96	99	-1	99	92	1	-1	4

The listing continues:
item	structure	RPL19A-GFP yeast	CR mimetic SO	proCasp7 act	MEP2-GFP yeast	LAP4 TOR yeast	AHR act	procasp3 activ	GASC-1 inh
61	COCCn1c(N)c(N(Cc2ccccc2)C(=O)COc2ccc(F)cc2Cl)c(=O)[nH]c1=O	94	74	11	96	98	-2	-5	-3
62	COc1ccc(S(=O)(=O)NCCc2ccccn2)cc1	98	109	0	97	91	0	3	-2
63	O=S(=O)(c1cccc(F)c1)N1CCc2sccc2C1c1ccc(OC(F)(F)F)cc1 (stereo not given)	105	109	-3	109	113	0	11	20
64	COc1ccc(OC)c(CN2CCCCCC2)c1	109	91	-2	107	96	-1	-4	-4
65	CN(CC(=O)NCCc1ccc(S(N)(=O)=O)cc1)CC(=O)Nc1ccc(Cl)cc1	97	94	1	101	103	3	-2	0
66	CCc1nnc(NC(=O)CSc2nnc(-c3ccco3)n2CC)s1	93	105	0	89	98	-1	2	-2

Rows are unselected; overall some 3.8% were active at least once.
